Source: PubChem BioAssay (several laboratories)
TROY signal inh: inhibitors of TROY-driven NF-kB signaling, primary screen, Q293 LMP1-TROYcd cells, NF-kB luciferase, uHTS | inhibition, % at 10 µM | 0.98% of 360,000 active | Q293 LMP1-TROYcd NF-kB luciferase reporter, 4 h | AID 1347056, 2019;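 active = compounds whose plate-normalised and pattern-corrected inhibition of the luciferase reporter signal at the single screening dose is 50% or more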
SRC2 inh: inhibition of GAL4-SRC2 driven luciferase reporter, primary screen, SRC2 inhibitor project, cell-based, luminescence | inhibition, % at 9 µM | HEK293 GAL4-SRC2 luciferase reporter | Nuclear receptor coactivator 2 (Homo sapiens), Q15596 | AID 651957, 2012 | 0.17% of 370,000 active;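 active = inhibition above the mean inhibition of all tested compounds plus 3 SD, set per campaign, cut at about 52% in these data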;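 also: 0% = DMSO treated cells and 100% = cells given Gossypol at 36 µM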
LMP1 NFkB inh: EBV LMP1-driven NF-kappaB luciferase reporter inhibitors, primary screen, cell-based, luminescence, single point; AID 504558, 2011; LMP1-induced NF-kappaB luciferase reporter cells; 0.69% of 350,000 active; inhibition, % at 12.5 µM; in the data active = inhibition above about 41%;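 also: 0% = neutral control wells and 100% = reference inhibitor control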
TWEAK Fn14 block: inhibitors of TWEAK-Fn14 signaling, primary screen, luciferase reporter cells, uHTS. TWEAK-stimulated Fn14 reporter cells, luciferase luminescence, 8 h. inhibition, % at 10 µM. 2% of 360,000 active. AID 1159606, 2016; in the data active = inhibition above about 50%
TLR9-MyD88 block: inhibitors of TLR9-MyD88 association in cells, primary screen, cell-based, CHO, BLA complementation, fluorescence. AID 504734, 2011. inhibition, % at 4.98 µM. CCF4 FRET ratio. 0.21% of 340,000 active;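 active = inhibition above the mean over all tested compounds plus 3 SD, cut at about 21% in these data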;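 also: 0% = DMSO only wells and 100% = clavulanate BLA inhibitor control wells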
COUP-TFII inh: NR2F2 transcriptional activity inhibitors, primary screen, cell-based, luciferase reporter, HEK293T, luminescence. inhibition, % at 8.6 µM. AID 686940, 2013. 0.7% of 370,000 active. HEK293T NGFI-A luciferase reporter. COUP transcription factor 2 (Homo sapiens), P24468;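 active = inhibition above a per-plate cutoff, mean inhibition of test wells between control levels plus 3 SD, cut at about 38% in these data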;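 also: cells cotransfected with COUP-TFII expression vector driving the NGFI-A reporter; 0% = median of COUP-TF2 test wells and 100% = reporter-only cells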
Target sequence (P24468 whole entry, looked up): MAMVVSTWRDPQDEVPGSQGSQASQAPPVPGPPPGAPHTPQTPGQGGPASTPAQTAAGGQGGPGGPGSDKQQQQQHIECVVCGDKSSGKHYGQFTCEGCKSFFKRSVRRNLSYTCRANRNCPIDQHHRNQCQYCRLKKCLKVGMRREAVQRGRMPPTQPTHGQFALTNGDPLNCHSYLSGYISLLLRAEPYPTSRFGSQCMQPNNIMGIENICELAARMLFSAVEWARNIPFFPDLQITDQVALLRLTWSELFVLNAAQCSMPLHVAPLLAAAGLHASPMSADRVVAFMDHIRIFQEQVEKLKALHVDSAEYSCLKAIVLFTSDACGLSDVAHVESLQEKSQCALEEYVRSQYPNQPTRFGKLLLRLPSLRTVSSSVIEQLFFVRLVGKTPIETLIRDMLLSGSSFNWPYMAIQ
SRC1 inh: SRC1 coactivator transcriptional activity inhibitors, primary screen, cell-based, luminescence; Nuclear receptor coactivator 1 (Homo sapiens), Q15788; HEK293 GAL4-SRC1 luciferase reporter; inhibition, % at 3.6 µM; 0.12% of 360,000 active; AID 588354, 2011;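 active = inhibition above the campaign mean plus 3 SD, with each screening campaign given its own cutoff, cut at about 60% in these data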;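 also: 0% = DMSO treated cells and 100% = gossypol at 36 µM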
LRH-1 inv ag: LRH-1 (NR5A2) inverse agonists, primary screen, cell-based, luminescence, HEK293T, StAR-luciferase reporter | Nuclear receptor subfamily 5 group A member 2 (Homo sapiens), O00482 | LRH-1 transfected, 24 h | inhibition, % at 3.6 µM | 0.13% of 360,000 active;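 active = inhibition above the mean inhibition of all tested compounds plus 3 SD, cut at about 73% in these data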;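 also: 0% = DMSO wells and 100% = reporter-only cells lacking LRH-1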
NOD2-RIPK2 inh: NOD2-RIPK2 binding disruptors in cells, primary screen, fluorescence, CHO cells, BLA complementation. Receptor-interacting serine/threonine-protein kinase 2 (Homo sapiens), O43353. CCF4 ratio. inhibition, % at 4.98 µM. 0.38% of 360,000 active; in the data active = inhibition above about 21%;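 also: 0% = vehicle only and 100% = reference blocker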
Target sequence (O43353 whole entry, looked up): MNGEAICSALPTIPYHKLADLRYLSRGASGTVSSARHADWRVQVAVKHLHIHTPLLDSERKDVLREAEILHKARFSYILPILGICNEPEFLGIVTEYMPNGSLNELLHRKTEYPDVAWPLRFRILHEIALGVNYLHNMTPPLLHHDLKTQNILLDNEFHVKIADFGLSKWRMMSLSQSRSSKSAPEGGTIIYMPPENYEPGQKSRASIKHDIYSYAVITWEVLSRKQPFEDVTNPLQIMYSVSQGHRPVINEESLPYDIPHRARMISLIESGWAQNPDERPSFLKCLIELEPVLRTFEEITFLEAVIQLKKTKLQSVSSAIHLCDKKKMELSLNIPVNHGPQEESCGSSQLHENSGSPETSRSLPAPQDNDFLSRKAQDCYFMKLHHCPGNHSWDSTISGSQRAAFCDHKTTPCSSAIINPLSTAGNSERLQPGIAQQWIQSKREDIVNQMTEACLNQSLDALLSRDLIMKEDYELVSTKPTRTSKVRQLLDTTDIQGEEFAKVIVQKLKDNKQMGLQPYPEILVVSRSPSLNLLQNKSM
SRC3 inh: SRC3 coactivator transcriptional activity inhibitors, primary screen, cell-based, luminescence. Nuclear receptor coactivator 3 (Homo sapiens), Q9Y6Q9. HEK293 GAL4-SRC3 luciferase reporter. inhibition, % at 3.6 µM. 0.17% of 360,000 active. AID 588352, 2011;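 active = inhibition above a per-campaign cutoff, the mean of all compounds plus 3 SD, cut at about 60% in these data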;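 also: 0% = DMSO-treated cells and 100% = gossypol-treated cells at 36 µM; higher means less SRC3-driven luciferase light from the GAL4 reporter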
TRAIL sens C8: viability loss with TRAIL in NB7+C8 cells, primary screen, TRAIL sensitizer project, cell-based, ATPlite luminescence. inhibition (viability loss, TRAIL sensitization), % at 10 µM. 1% of 360,000 active;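 active = compounds causing at least 50% loss of cell viability in the single-dose screen, relative to plate controls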
An asterisk follows results filed as active; nt = not tested or not shown.

SMILES	TROY signal inh	SRC2 inh	LMP1 NFkB inh	TWEAK Fn14 block	TLR9-MyD88 block	COUP-TFII inh	SRC1 inh	LRH-1 inv ag	NOD2-RIPK2 inh	SRC3 inh	TRAIL sens C8
O=C(COC(=O)c1ccc(Cl)nc1)Nc1ncc(Cl)cc1Cl	21	-18	-8	-13	5	3	-18	1	-8	11	-1
O=C(NCc1ccc(Cl)cc1)c1ccc2ccccc2n1	-54	-13	-20	21	9	14	-23	-14	-8	3	-3
O/N=C/c1cc(Br)ccc1OCc1ccccc1F	-22	-23	1	10	-3	-12	-5	-14	1	-22	4
NC(=O)c1ccsc1NC(=O)COC(=O)Cc1ccc(F)cc1	-2	16	1	2	0	1	4	11	-9	10	0
CC1=C(C)CC(C(=O)Nc2nc(C)cs2)C(C(=O)O)C1 (configuration not stated)	8	-6	-6	-2	-3	20	-7	15	6	7	1
Cc1ncsc1C(=O)Nc1nc2c(s1)CCCC2	-35	-25	11	12	0	-6	-73	-149	-10	-60	13
O=C(NC1CCCCCC1)c1ccc(S(=O)(=O)NCc2ccco2)cc1	-3	-59	3	-4	-1	7	0	8	-4	-2	-2
CCc1ccccc1N1C(=O)C2CC(C)=C(C)CC2C1=O (configuration not stated)	-10	19	0	9	-2	-4	-21	9	-2	16	-11
CCn1nc(C)cc1C(=O)n1nc(C)c(Sc2ncccn2)c1C	2	-21	0	13	3	-10	6	9	3	9	3
CC(C)CSc1nc2ccccc2n1CC(=O)O	-14	-12	-2	7	-3	9	-60	7	8	-9	-1

Of the compounds above, two have fluorine:
SMILES	TROY signal inh	SRC2 inh	LMP1 NFkB inh	TWEAK Fn14 block	TLR9-MyD88 block	COUP-TFII inh	SRC1 inh	LRH-1 inv ag	NOD2-RIPK2 inh	SRC3 inh	TRAIL sens C8
O/N=C/c1cc(Br)ccc1OCc1ccccc1F	-22	-23	1	10	-3	-12	-5	-14	1	-22	4
NC(=O)c1ccsc1NC(=O)COC(=O)Cc1ccc(F)cc1	-2	16	1	2	0	1	4	11	-9	10	0

New compounds follow
SMILES	TROY signal inh	SRC2 inh	LMP1 NFkB inh	TWEAK Fn14 block	TLR9-MyD88 block	COUP-TFII inh	SRC1 inh	LRH-1 inv ag	NOD2-RIPK2 inh	SRC3 inh	TRAIL sens C8
N#Cc1ccccc1S(=O)(=O)N1CCN(c2ccc(S(=O)(=O)N3CCOCC3)cn2)CC1	5	13	3	-11	3	10	7	5	-13	-7	8
O=C(Cc1ccc(-c2ccccc2)cc1)N1CCOCC1	-19	-15	-2	-17	-1	-8	-6	-12	0	6	17
O=C(Cc1cccc(NC(=O)C2CCCN(C(=O)c3ccccc3)C2)c1)Nc1cccc(C(=O)N2CCCCC2)c1 (configuration not stated)	-1	-8	-3	-7	-8	-14	-11	-10	-16	-8	1
COC(=O)C1CCN(C2CC(=O)N(c3cc(C)cc(C)c3)C2=O)CC1 (configuration not stated)	10	11	3	10	2	7	9	16	-3	12	-7
CCCCC1=NN(C(=O)c2ccncc2)C(O)(C(F)(F)F)C1 (configuration not stated)	8	8	nt	9	nt	-2	9	15	-4	10	11
Cc1ccc(N(CC(=O)NC2CCCC2)C(=O)CNC(=O)c2cccs2)cc1F	7	13	-4	23	-7	-1	-29	14	-2	-14	-9
O=[N+]([O-])c1cccc(-c2ccc(SCc3ccccn3)nn2)c1	-40	-17	-29	-45	-1	-38	-67	-81	-14	-98	2
CC1=C(C(=O)N2CCOCC2)CC(CC(=O)NCC2CCCCC2)C(=O)N1Cc1ccc(C(C)(C)C)cc1 (configuration not stated)	-7	-4	nt	0	nt	4	0	5	-13	12	1
COc1ccc(NC(=S)N2CCc3ccccc32)cc1OC	-55	-52	5	-19	-1	-31	-58	-44	-7	-30	11
O=C(Nc1nc2c(s1)CCCC2)c1cc2n(n1)C(C(F)(F)F)CC(C1CC1)N2 (configuration not stated)	-29	-36	-4	-53	1	-18	-41	-53	-4	-58	18
Cc1nn(Cc2ccc(Cl)cc2)c(Cl)c1/C=N/NC(=O)CNc1ccccc1F	-17	9	10	-7	-5	-10	11	21	-3	-1	-12
Cc1nc(SCC(=O)N2CCN(c3ccccc3)CC2)n[nH]1	-14	-1	-7	-3	5	21	-1	12	-5	-10	0
CN(C(=O)COC(=O)c1cc(S(=O)(=O)N2CCOCC2)c(Cl)cc1Cl)C1CCS(=O)(=O)C1 (configuration not stated)	-7	0	-9	3	-7	-3	3	2	-4	22	-1
CC(C)c1c(O)cc(-c2ccncc2)n(-c2ccc(Cl)cc2)c1=O	-1	23	4	0	-4	5	4	12	4	27	11
Cc1ccc2oc(=O)c3cnn(CC(=O)NCCN(C)C)c3c2c1	7	-10	-3	7	-1	3	2	-3	5	0	3
C=CCNc1nc(Nc2ccc(Cl)cc2)nc(OC)n1	-53	-23	-7	-19	7	-14	-31	-30	10	-29	1
COc1ccc(C(=O)NCCN2CCOCC2)cc1[N+](=O)[O-]	6	-18	80*	0	-7	-12	4	3	-10	-13	1
CCOC(=O)c1cccnc1SCC(=O)NCc1ccccc1	-3	-9	-5	1	2	-10	-5	-8	-9	-2	0
Cc1nn(C)cc1NC(=O)CCSc1nc(-c2ccco2)cc(C(F)(F)F)n1	28	13	3	-8	-2	6	-4	-20	-5	17	-8
COC(=O)c1sc(N2CCCCC2)c(C#N)c1N	-23	-17	-9	-13	-5	-13	-1	33	13	8	0
S=c1nc(Cc2ccc(Cl)cc2)[nH]c2ccccc12	5	12	-7	2	nt	8	1	13	-1	5	0
CCOC(=O)C1CCCN(Cc2ccccc2F)C1 (configuration not stated)	-3	-7	-3	12	-5	-8	3	10	4	11	-11
CCn1c(SCC(=O)NC(=O)Nc2ccc3c(c2)OCCO3)nnc1-c1cccs1	17	-35	1	20	2	-13	-14	-5	5	-23	5
C/C(=N\NC(=S)NC(C)C)c1ccc(Cl)c([N+](=O)[O-])c1	16	13	9	-15	2	-16	-9	-14	-4	4	-12
CC(=O)c1cc(-c2ccc(F)cc2)n(CCC(=O)Nc2cccc(C)n2)c1C	-11	-29	-5	8	-5	-10	-6	9	-13	20	-2
Cc1ccc(S(=O)(=O)N(C)c2ccc(OC(=O)c3ccc(=O)[nH]c3)cc2)cc1	10	13	4	1	7	-20	5	5	-2	-11	-1
CC(=O)c1sc(NC(=O)c2ccc3c(c2)OCO3)nc1C	-50	-46	2	-3	0	-16	-79	-94	-9	-51	34
Cc1ccc(-c2cc(C(F)F)n3ncc(C(=O)N4CCN(c5cccc(C)c5C)CC4)c3n2)cc1	8	-15	-7	11	1	6	4	15	1	14	18
Nc1ccc(-c2nc3cc([N+](=O)[O-])ccc3o2)cc1	-30	-73	-31	-19	-3	-47	-114	-112	1	-89	32
CN(Cc1ccccc1)C(=O)c1cccc(NC(=O)Cc2ccc(NC(=O)C3CCN(C(=O)C4CC4)CC3)cc2)c1	0	-30	-2	-5	-5	-4	1	-7	-3	-6	9
Nc1nc(SCc2ccc(Cl)cc2Cl)nc2nc3c(cc12)CCCC3	10	-15	0	6	-2	-5	5	-27	9	-3	-11
O=C(Cn1cnc([N+](=O)[O-])c1)Nc1ccc(F)c(Cl)c1	-30	-17	-7	6	6	11	-6	3	-2	10	2
COCCN1CCC(CO)C1 (configuration not stated)	8	-13	2	-12	-13	-4	-4	19	-15	0	-2
CCC1(C)Cc2c(sc3c2c2ncnn2c2nnc(SCC(=O)NCc4ccco4)n32)CO1 (configuration not stated)	-25	1	-3	-61	-1	-1	-6	5	2	3	-4
Cc1ccc(-c2csc3nc4ccc(C(=O)NCCO)cc4c(=O)n23)cc1	3	13	-1	2	-10	10	-4	-13	4	-18	-2
c1ccc(-n2cnc3ccccc32)cc1	4	36	7	24	2	-2	21	-18	2	30	-1
CCOC(=O)N1CCN(c2ncnc3c2[nH]c2ccc(F)cc23)CC1	42	-23	38	38	-2	64*	13	23	-5	21	31
CC(C)(C)c1ccc(S(=O)(=O)N2CCSC2)cc1	-15	-3	-3	19	-4	5	-18	6	2	12	-6
C=CCC1(NC(C)c2ccccc2)CCCCC1 (configuration not stated)	-5	-2	-5	-5	-12	-2	-12	4	-3	7	-9
O=C1CN(c2ccccc2F)C(=O)CN1c1ccccc1F	-2	-3	-5	-2	1	4	8	-12	0	15	-4

Among those listed so far, these have a CF3 group:
SMILES	TROY signal inh	SRC2 inh	LMP1 NFkB inh	TWEAK Fn14 block	TLR9-MyD88 block	COUP-TFII inh	SRC1 inh	LRH-1 inv ag	NOD2-RIPK2 inh	SRC3 inh	TRAIL sens C8
CCCCC1=NN(C(=O)c2ccncc2)C(O)(C(F)(F)F)C1 (configuration not stated)	8	8	nt	9	nt	-2	9	15	-4	10	11
O=C(Nc1nc2c(s1)CCCC2)c1cc2n(n1)C(C(F)(F)F)CC(C1CC1)N2 (configuration not stated)	-29	-36	-4	-53	1	-18	-41	-53	-4	-58	18
Cc1nn(C)cc1NC(=O)CCSc1nc(-c2ccco2)cc(C(F)(F)F)n1	28	13	3	-8	-2	6	-4	-20	-5	17	-8

(continued)
SMILES	TROY signal inh	SRC2 inh	LMP1 NFkB inh	TWEAK Fn14 block	TLR9-MyD88 block	COUP-TFII inh	SRC1 inh	LRH-1 inv ag	NOD2-RIPK2 inh	SRC3 inh	TRAIL sens C8
CCc1ccccc1NC(=O)CSc1nc2ccccc2n1CC(=O)N(C)C	10	20	0	3	-4	-16	3	2	-11	2	7
CCn1c(C)csc1=NC(=O)c1ccccc1	-45	-26	4	1	1	-4	-6	-33	0	-30	8
Cn1c(=O)c2c(nc3n2CCS3)n(C)c1=O	-7	1	0	24	-14	2	-4	-7	1	0	-2
CCOc1cc(C)nc(N2CCC(C(=O)Nc3ccccc3OCC)CC2)n1	17	-1	-7	7	-11	-10	3	-2	-10	-5	29

Only part of the results is shown; the hit share may differ from the screen's.
